# Screening results deposited in PubChem by several laboratories.
# LMPTP block – blocks human LMPTP phosphatase | P24666 | recombinant LMPTP-A, OMFP fluorogenic substrate, fluorescence intensity | inhibition, % at 20 µM | hit rate 0.22% among 360,000 | AID 651560;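 active = compounds that cut the enzyme signal by at least half of the control window in the single-dose screen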;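 also: plate controls were DMSO wells with enzyme plus substrate for no effect and substrate without enzyme for full effect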
# Target sequence (P24666 whole entry, looked up): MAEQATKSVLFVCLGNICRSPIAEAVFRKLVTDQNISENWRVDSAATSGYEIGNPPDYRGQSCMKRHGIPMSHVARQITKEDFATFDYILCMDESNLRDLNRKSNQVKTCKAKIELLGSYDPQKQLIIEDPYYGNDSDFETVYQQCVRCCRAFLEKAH
#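 material = LMPTP-A | quantity = 0.625 nM enzyme | reagent = OMFP substrate, 400 µM final | buffer or medium = Bis-Tris pH 6.0, DTT, detergent | detection = endpoint fluorescence intensity from OMFP dephosphorylation | dosing = single 20 µM dose | read-out basis = % inhibition relative to no-enzyme and uninhibited control wells | control set = no-enzyme and uninhibited controls | timing = 50 min at room temperature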
# STEP inh – blocks human striatal-enriched tyrosine phosphatase; recombinant STEP, OMFP fluorogenic substrate, fluorescence; inhibition, % at 20 µM; hit rate 0.25% among 360,000;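 active = inhibition at 20 µM, scaled per plate between control wells, above about 37%, limit read from the data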;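 also: 0% = DMSO with enzyme and substrate and 100% = substrate only without enzyme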
# Target sequence (P54829 whole entry, looked up): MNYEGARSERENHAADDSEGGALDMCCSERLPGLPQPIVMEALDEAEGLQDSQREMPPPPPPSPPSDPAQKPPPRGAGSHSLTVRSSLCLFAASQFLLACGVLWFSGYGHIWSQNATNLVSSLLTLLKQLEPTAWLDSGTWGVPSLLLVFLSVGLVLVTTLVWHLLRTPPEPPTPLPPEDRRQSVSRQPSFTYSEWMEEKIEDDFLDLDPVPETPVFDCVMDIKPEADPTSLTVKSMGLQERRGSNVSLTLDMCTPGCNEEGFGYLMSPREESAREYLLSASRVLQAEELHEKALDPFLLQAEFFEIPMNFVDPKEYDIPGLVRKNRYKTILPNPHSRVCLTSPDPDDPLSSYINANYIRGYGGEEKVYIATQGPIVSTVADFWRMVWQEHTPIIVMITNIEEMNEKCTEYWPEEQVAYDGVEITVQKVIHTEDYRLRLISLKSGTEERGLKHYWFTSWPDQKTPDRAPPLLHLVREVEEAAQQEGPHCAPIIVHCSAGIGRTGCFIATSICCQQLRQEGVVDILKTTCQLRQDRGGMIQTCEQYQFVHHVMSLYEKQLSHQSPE
#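 Material: STEP (striatal-enriched tyrosine phosphatase) enzyme, cell-free; Compound dosing: 20 µM single dose in 1% DMSO; Technique: fluorescence read at 480 nm ex / 540 nm em; Times: reaction 20 min, ambient temperature; Medium: 50 mM Bis-Tris pH 6.0 with 2.5 mM DTT and 0.005% Tween 20; Also added: OMFP at 25 µM.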
# Neddylation inh – cullin neddylation inhibition | calls only at 25 µM | TR-FRET cullin neddylation, biochemical | AID 651699 | P61081+Q13564 | hit rate 0.58% among 360,000; in the data active = inhibition above about 36%
# NadD inh – NadD (S. aureus) enzyme inhibition; inhibition, % at 20 µM; purified NadD enzyme, colorimetric absorbance read-out; hit rate 0.78% among 360,000; AID 602399; in the data active = inhibition above about 26%; also: some compounds past the cut are filed as inactive
# Tb MetRS inh – Trypanosoma brucei MetRS inhibition; inhibition, % at 11.9 µM; purified T. brucei MetRS, ATP depletion, Kinase-Glo luminescence; hit rate 0.4% among 360,000; AID 624268;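 active = inhibition above a per-plate cutoff of the control wells' mean inhibition plus 3 SD, cut at about 5.5% in these data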;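 also: 0% = DMSO wells median and 100% = median of wells with control inhibitor compound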
#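 Material: parasite MetRS enzyme / Replication: singlicate, one well per compound / Signal: luminescence of leftover ATP / Schedule: 2 h aminoacylation at 25 °C after 15 min preincubation / Medium: HEPES-MgCl2-KCl buffer plus DTT, spermine, BSA, pyrophosphatase / Doses: 11.9 µM single point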
# SKN-1 inh – C. elegans SKN-1 inhibition; hit rate 0.49% among 360,000; inhibition, % at 21.8 µM; C. elegans VP596 Pgst-4::GFP/RFP ratio, acrylamide-induced, 24 h;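 active = interference check ratio from 0.5 to 1.5 plus GFP to RFP signal ratio inhibition reaching or exceeding a fixed threshold, cut at about 30% in these data, passing the limit was not always enough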; also: some compounds called inactive have numbers as strong as hits
# SUMO1-SIM PPI – modulators of human SUMO1-mediated protein-protein interactions. inhibition, % at 20 µM. AID 602429. SUMO1 binding to a labelled peptide, TR-FRET, 1 h. P63165. hit rate 0.33% among 360,000; in the data active = inhibition above about 37%
# Target sequence (P63165 whole entry, looked up): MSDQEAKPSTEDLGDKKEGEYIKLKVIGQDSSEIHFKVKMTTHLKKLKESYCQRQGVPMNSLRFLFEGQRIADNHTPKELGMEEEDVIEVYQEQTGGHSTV
# Scp-1 inhibitor – inhibitors of human Scp-1 phosphatase | Q9GZU7 | hit rate 0.88% among 340,000 | Recombinant Scp1, phosphopeptide, malachite green phosphate absorbance | inhibition, % at 20 µM;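 active = inhibition above about 50% at 20 µM, limit read from the data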;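 also: plate controls were DMSO wells with enzyme for no effect and wells lacking enzyme for full effect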
# Target sequence (Q9GZU7 76-261 limits assumed): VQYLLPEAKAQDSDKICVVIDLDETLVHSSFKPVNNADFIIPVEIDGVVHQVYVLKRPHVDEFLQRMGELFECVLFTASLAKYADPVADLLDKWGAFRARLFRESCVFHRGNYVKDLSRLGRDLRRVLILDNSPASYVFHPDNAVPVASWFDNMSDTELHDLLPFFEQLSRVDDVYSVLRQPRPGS
#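 assay system = SCP-1 phosphatase catalytic domain, residues 76-261 | buffer or medium = 50 mM Tris acetate pH 5.5, 0.005% Tween-20, 10 mM MgCl2 | incubation = enzyme reaction 45 min at room temperature, colour 5 min, stabilisation 30 min | signal = Phosphate-binding colour reagent, absorbance read at 630 nm | measure = % inhibition at 20 µM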
# CendR NRP1 mod – alters CendR peptide binding to human NRP-1; O14786; FAM-RPARPAR peptide binding to NRP-1, fluorescence polarization; inhibition, % at 25 µM; hit rate 0.85% among 360,000; AID 602438;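 active = inhibition or corrected inhibition above about 18%, plus a signal ratio from 0.5 to 1.5, limit read from the data, passing the limit was not always enough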; also: strong numbers were not always called active
# DNMT1 inh – blocks human DNA methyltransferase DNMT1; P26358; DNMT1 molecular beacon, Hinp1I cleavage, fluorescence; inhibition (reported as % activation of signal), % at 10 µM; hit rate 0.83% among 360,000; AID 588458; in the data active = inhibition above about 50%
# * = called active by the depositor; i = inactive; nt = not tested or not shown.
SMILES,LMPTP block,STEP inh,Neddylation inh,NadD inh,Tb MetRS inh,SKN-1 inh,SUMO1-SIM PPI,Scp-1 inhibitor,CendR NRP1 mod,DNMT1 inh
CC(O)(c1ccccc1)c1nc(-c2ccncc2)cs1 (centres undefined),-1.9,-1,i,0,0.5,-11,7,nt,3,3
CCOC(=O)N1CCN(C(=O)c2nn(-c3ccc(C)cc3)c(=O)c3c2c2ccccc2n3C)CC1,1.7,3,i,-1,0.0,-23,-3,-10,18*,3
CCn1c(C)nc2cc(C(=O)N3N=C(CCOC)CC3(O)C(F)(F)F)ccc21 (centres undefined),-1.1,-1,i,-2,-0.2,0,-6,-1,-3,4
Cc1ccccc1C(=O)N1CCC[C@H]1C(=O)N1CCC[C@H]1C(=O)NCc1ccccn1,-2.2,nt,i,0,-1.6,-1,-1,nt,-3,nt
CCOC(=O)CC(=O)CSC1=C(C#N)C(c2ccccc2OC)CC(=O)N1 (centres undefined),0.4,-2,i,2,-1.1,-1,3,-5,-3,-2
O=C(COc1ccc2ccccc2c1)N1CCN(c2ccccc2)CC1,-1.4,-2,i,2,-0.5,7,-2,-3,-6,-3
COc1cc(OC)cc(C(=O)Nc2nc(CC(=O)NC(C)c3ccccc3)cs2)c1 (centres undefined),0.5,3,i,-7,-0.5,15,2,-4,-5,-1
O=c1[nH][nH]c2c1[C@H](c1ccc(Cl)cc1)O[C@H](CCc1ccccc1)C2,-1.1,nt,i,3,-0.3,3,10,nt,0,nt
COc1ccc(OCCSc2n[nH]c(N)n2)cc1,0.7,-2,i,-5,-0.5,-7,1,-2,0,0
NS(=O)(=O)c1cccnc1Nc1cccc(C(F)(F)F)c1,1.0,-3,i,4,-1.4,-3,-1,0,15,1
NC(=O)c1cccc(-c2ccnc3c2CC(C(=O)NCC2CC2)O3)c1 (centres undefined),-1.2,-1,i,-6,0.2,10,-1,nt,-14,0
Cc1ccc(NC(=O)CN2CCN(Cc3ccccc3)CC2)cc1,-1.4,0,i,-19,0.0,2,1,-10,10,4
NC(=O)[C@H]1CC2(CC(c3cccc(NC(=O)COc4ccc(Cl)cc4)c3)=NO2)CN1C(=O)c1ccc(Cl)cc1 (some centres undefined),-0.2,3,i,40*,-0.5,-12,-2,2,22,-31
Cc1ccc(S(=O)(=O)N(C)C[C@H]2OCc3cn(nn3)CCCC(=O)N([C@@H](C)CO)C[C@@H]2C)cc1,-1.7,2,i,-4,-0.7,-8,1,nt,-2,5
O=C(CSc1nc(N2CCCCC2)nc(N2CCCCC2)n1)c1ccccc1,4.4,9,i,13,-1.2,-4,-1,11,12,3
Cc1ccc(C(=O)N2NC(c3ccc(F)cc3)C3C(=O)N(c4ccc(C)cc4)C(=O)C32)cc1 (centres undefined),0.0,-1,i,7,-0.1,16,0,-8,-14,-2
CN(C)S(=O)(=O)c1ccc(C(=O)N2CCOCC2)cc1,-0.9,-3,i,5,0.4,5,-1,-2,5,-2
Cc1ccc(NC(=O)c2cc(S(=O)(=O)N3CCCCC3)cs2)cc1,0.4,-3,i,-8,-0.8,5,3,-4,3,-1
O=C(COC(=O)c1cnccn1)c1ccc(Cl)cc1,0.0,-2,i,0,-0.3,-7,3,-11,2,1
CCc1ccc(-c2cc(C)no2)cc1S(=O)(=O)NCc1ccc(OC)c(OC)c1,-0.8,-1,i,-7,-0.2,7,1,-10,-2,-3
O=C1/C(=C\c2ccc(O)c(O)c2)SC(=S)N1Cc1ccccc1,6.3,4,i,6,0.0,15,-26,-18,-176,-21
COC(=O)Cc1ccc(NC(=O)C(c2ccccc2)c2ccccc2)cc1,-0.3,-1,i,-5,0.0,-5,-2,-10,-2,-3
O=C1c2ccc3c4c(ccc(c24)C(=O)N1c1cccc(O)c1)CC3,16,13,i,11,-0.9,3,-8,19,9,10
Oc1ccc(-c2csc(Nc3ccc4c(c3)OCO4)n2)c(O)c1,3.2,-4,i,3,-0.1,16,3,1,-8,-51
CN(CC(=O)Nc1ccccc1)CC(=O)Nc1ccccc1Cl,-1.2,-2,i,0,0.3,7,-3,-10,3,-2
COC(=O)c1cc(S(=O)(=O)NC2CCC(C)CC2)cn1C (centres undefined),-0.1,2,i,3,0.5,11,-2,-1,-9,1
CC(C)OC(=O)CN1C(=O)C(C)(C)Oc2ccc(C(=O)NC3CC3)cc21,0.0,1,i,1,-0.5,0,5,-5,-7,-2
O=C(CSc1nc(O)c(Cc2ccccc2F)c(=O)[nH]1)N1CCCCCC1,-1.5,0,i,4,-0.8,-1,-1,0,6,1
CCCN1CNC(=S)N(CCc2ccccc2)C1,-2.3,-1,i,0,-1.3,-1,-2,2,12,13
COCC(=O)N(Cc1ccc(OC)cc1)Cc1nc2ccccc2c(=O)[nH]1,0.2,2,i,1,0.1,5,-5,0,2,-1
Cc1ccc(S(=O)(=O)N2CCC(Oc3cccc(C(F)(F)F)c3)CC2)cc1,3.9,1,i,-12,-0.7,-4,-1,-4,-12,-1
Cc1ccc2cccc(OCC(=O)Nc3ccc(N4CCOCC4)cc3)c2n1,2.0,-1,i,6,-0.1,4,0,3,-10,-1
COc1cccc(-n2c(=O)c3cc(OC)c(OC)cc3n(CC(=O)Nc3cc(C)[nH]n3)c2=O)c1,-2.1,-2,i,-4,-0.2,-1,-1,-10,-8,3
CC1CCC(NC(=O)c2[nH]c(C(F)(F)F)nc2-c2ccccc2)CC1 (centres undefined),-0.7,0,i,-2,-1.1,-1,7,nt,-53,-5
COCCCNC(=O)c1ccc(Cn2c(=O)c3ccccc3n(Cc3ccc(C)cc3)c2=O)cc1,1.7,-1,i,-11,-0.5,-36,-1,-1,2,-4
CCCS(=O)(=O)c1c(S(=O)(=O)CCC)c2c3ccccc3ccn2c1C(N)=O,-0.2,-2,i,-1,-0.6,-8,1,-2,6,3
Cc1cc(OCC(=O)OCC(=O)N2CCc3ccccc3C2)ccc1Cl,1.9,-2,i,-3,0.3,19,2,-8,-2,0
COc1ccc(NC(=O)C2CCCN2c2ccc(OC)c(OC)c2)cc1OC (centres undefined),0.6,2,i,-6,0.6,0,-2,-9,-11,-5
Fc1ccc(C[n+]2csc3ccccc32)cc1,-0.2,-2,i,-5,-0.3,12,-2,-4,-5,0
N#C/C(=C(/O)CN1CCOCC1)c1nc2ccccc2s1,1.5,1,i,0,-0.5,4,3,-11,2,0
COc1ccc(OCc2nnc(SCC(=O)N3C(C)CCCC3C)o2)cc1 (centres undefined),0.4,-2,i,-6,-1.1,8,0,2,6,2
COc1ccccc1NC(=O)c1ccc(CN(c2cc(Cl)ccc2C)S(=O)(=O)c2ccccc2)cc1,0.5,-4,nt,1,-0.6,-8,0,-2,5,1
CCOc1cc(N2CCOCC2)c(OCC)cc1NC(=O)c1c(-c2ccccc2Cl)noc1C,0.1,-2,i,2,-1.4,10,2,0,-9,0
Cc1c(C(=O)CN2CCOCC2)[nH]c2ccccc12,-0.3,2,i,2,-2.1,-5,-12,-3,-5,0
COc1ccc(C(CNC(=O)COc2ccc(Br)cc2F)N2CCCC2)cc1 (centres undefined),-1.5,5,i,-11,-0.1,9,1,-7,-4,2
C#CCOCCOCCOCCNc1nc(N2CCN(C(=O)[C@H]([C@@H](C)CC)n3cc(CCCN=C(N)N)nn3)CC2)nc(N2CCN(C(=O)[C@H](CCCCN)n3cc(CCCC)nn3)CC2)n1,2.1,-4,i,1,-0.5,-9,-109,9,8,1
CN(c1ccccc1)S(=O)(=O)c1ccc(C(=O)Nc2nnc(-c3ccco3)o2)cc1,0.4,2,i,11,-0.7,4,5,-10,-2,-1
O=C(c1ccc(Cl)c([N+](=O)[O-])c1)N(Cc1ccc(F)cc1)C1CCS(=O)(=O)C1 (centres undefined),-1.6,-1,i,0,0.1,-1,-16,-11,-3,0

# No new results follow: entries from further up.
SMILES,LMPTP block,STEP inh,Neddylation inh,NadD inh,Tb MetRS inh,SKN-1 inh,SUMO1-SIM PPI,Scp-1 inhibitor,CendR NRP1 mod,DNMT1 inh
Cc1c(C(=O)CN2CCOCC2)[nH]c2ccccc12,-0.3,2,i,2,-2.1,-5,-12,-3,-5,0
COc1ccc(C(CNC(=O)COc2ccc(Br)cc2F)N2CCCC2)cc1 (centres undefined),-1.5,5,i,-11,-0.1,9,1,-7,-4,2
C#CCOCCOCCOCCNc1nc(N2CCN(C(=O)[C@H]([C@@H](C)CC)n3cc(CCCN=C(N)N)nn3)CC2)nc(N2CCN(C(=O)[C@H](CCCCN)n3cc(CCCC)nn3)CC2)n1,2.1,-4,i,1,-0.5,-9,-109,9,8,1

# (list continues)
SMILES,LMPTP block,STEP inh,Neddylation inh,NadD inh,Tb MetRS inh,SKN-1 inh,SUMO1-SIM PPI,Scp-1 inhibitor,CendR NRP1 mod,DNMT1 inh
O=C(NCCc1cn2ccccc2n1)c1cc(COc2ccc3ncccc3c2)on1,14,-2,i,0,-0.7,-12,-3,-7,-7,-3
Cc1cccc(Cc2nnc(NC(=O)c3cccc(S(=O)(=O)N4CCOCC4)c3)s2)c1,-0.8,-3,i,8,0.0,22,-2,1,5,0
Cn1ccc(C(=O)NC(=S)N2CCSCC2)n1,-1.8,-3,i,-8,-0.2,-1,2,1,5,2
COCC1CCN(Cc2nc(-c3ccc4c(c3)OCO4)no2)C1 (centres undefined),-0.2,-2,i,-2,0.1,2,-6,-8,-8,-1
CSC1=C(C#N)C(c2cccc(Br)c2)CC(=O)N1 (centres undefined),0.8,-10,i,-6,-0.5,9,1,-6,14,3
C/C(O)=c1/ccc2cccc3nc(C)nc1c23,5.5,-4,nt,10,1.1,11,1,-5,-47,-15
c1ccc(CSc2nnc(-c3ccncc3)o2)cc1,-0.1,-2,i,-2,-0.9,-16,-3,4,26*,3
O=C(Nc1nncs1)c1ccc(N2C(=O)C3C4C=CC(C4)C3C2=O)cc1 (centres undefined),-3.9,-2,i,-4,0.3,-1,2,-6,7,1
O=C(COc1ccc(Cl)cc1)N1CCN(c2ccc([N+](=O)[O-])c(N3CCOCC3)c2)CC1,3.9,0,i,6,-0.1,14,-19,-7,9,1
Cc1cc(C)c(OCCCCCNCCO)c(C)c1,0.9,4,i,-11,-0.2,1,-4,3,-14,-1
COc1ccc(CCN2C(=O)C3C4C=CC(C3C2=O)C2C(=O)N(CCc3ccc(OC)c(OC)c3)C(=O)C42)cc1OC (centres undefined),-2.3,-1,i,-8,0.4,16,2,-8,-9,0
CCOC(=O)C1=C(c2ccccc2)OC(N)=C(C#N)C1C(C)C (centres undefined),1.3,0,i,-6,-0.6,-20,3,0,50*,-3
